NPR1 activator: GC-A stimulated cGMP production enhancers – HEK293 GC-A cells, cGMP TR-FRET, EC30 ANP, primary screen; activation, % at 10 µM; Atrial natriuretic peptide receptor 1 (Homo sapiens), P16066; actives 0.14% (n = 370,000); AID 1671463, 2021; 0% at EC30 ANP, 100% saturating ANP; in the data active = activation above about 40%
TCR-CD3 inh: inhibitors of human TCR-CD3 interaction, primary screen, biochemical, fluorescence, TAMRA-labeled TCR probe; T-cell receptor (TCR); AID 651800, 2012; inhibition, % at 9.4 µM; actives 0.37% (n = 360,000); in the data active = inhibition above about 19%;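 also: recombinant mutant TCR 2C K166C tagged with TAMRA read by polarization; 0% = receptor in buffer alone and 100% = receptor with positive control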
SIAE primary: human SIAE inhibitors, primary screen, biochemical, fluorescence polarization, FP-Rh probe, 1536-well HTS; Sialate O-acetylesterase (Homo sapiens), Q9HAT2; SIAE FP-Rh probe binding; inhibition, % at 9.66 µM; actives 0.69% (n = 370,000); AID 1053197, 2014;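 active = inhibition above a cutoff: mean of compounds within the control limits plus 3 SD of those, cut at about 17% in these data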;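 also: 0% = plate median of compound wells and 100% = probe without SIAE protein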
PRMT1 FP inh: PRMT1 methyltransferase inhibitors, primary screen, biochemical, fluorescence polarization; recombinant PRMT1, activity-based probe fluorescence polarization; inhibition, % at 2.79 µM; actives 1.3% (n = 370,000); AID 652257, 2013;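 active = inhibition above about 21% made by adding two undisclosed values, limit read from the data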
rCAG RNA binder: binders of r(CAG) RNA repeats, primary screen, biochemical, fluorescence | r(CAG) RNA repeat, TO-PRO-1 dye displacement fluorescence | inhibition, % at 3 µM | actives 1.3% (n = 370,000) | AID 651821, 2012;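 active = inhibition above the plate cutoff, the mean of all test compounds on that plate plus 3 SD, cut at about 35% in these data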;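 also: 0% = DMSO alone and 100% = 100 µM mitoxantrone as full dye displacement; higher means more dye released from RNA so lower well fluorescence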
HTRA1 inh: HTRA1 serine protease inhibitors, primary screen, biochemical, fluorescence polarization, HTS; Q92743; recombinant HTRA1, FP-rhodamine activity-based probe; inhibition, % at 5.96 µM; actives 0.5% (n = 340,000); AID 504803, 2011; in the data active = inhibition above about 36%;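 also: 0% = enzyme with DMSO and 100% = wells lacking enzyme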
Target sequence (Q92743 whole entry, looked up): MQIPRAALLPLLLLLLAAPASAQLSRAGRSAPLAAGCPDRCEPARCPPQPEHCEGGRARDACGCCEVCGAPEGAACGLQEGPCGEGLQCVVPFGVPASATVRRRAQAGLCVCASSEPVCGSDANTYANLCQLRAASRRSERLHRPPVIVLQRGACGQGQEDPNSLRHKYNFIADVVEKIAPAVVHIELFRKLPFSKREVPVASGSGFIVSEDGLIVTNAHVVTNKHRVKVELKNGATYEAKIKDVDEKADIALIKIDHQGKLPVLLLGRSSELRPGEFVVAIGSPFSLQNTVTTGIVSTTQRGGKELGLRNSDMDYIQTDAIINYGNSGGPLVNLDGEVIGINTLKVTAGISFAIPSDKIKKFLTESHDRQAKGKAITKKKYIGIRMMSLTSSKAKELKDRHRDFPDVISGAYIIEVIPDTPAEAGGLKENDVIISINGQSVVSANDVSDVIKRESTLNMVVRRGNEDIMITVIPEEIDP
ABHD4 inh: ABHD4 inhibitors, primary screen, biochemical, fluorescence polarization, mouse | purified mABHD4, FP-Rh probe fluorescence polarization | inhibition, % at 8.92 µM | AID 720543, 2013 | actives 0.54% (n = 370,000) | (Lyso)-N-acylphosphatidylethanolamine lipase (Mus musculus), Q8VD66;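 active = inhibition exceeding the mean over every tested compound plus 3 SD, cut at about 30% in these data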;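 also: 0% = plate median of compound wells and 100% = S159A mutant with DMSO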
Target sequence (Q8VD66 whole entry, looked up): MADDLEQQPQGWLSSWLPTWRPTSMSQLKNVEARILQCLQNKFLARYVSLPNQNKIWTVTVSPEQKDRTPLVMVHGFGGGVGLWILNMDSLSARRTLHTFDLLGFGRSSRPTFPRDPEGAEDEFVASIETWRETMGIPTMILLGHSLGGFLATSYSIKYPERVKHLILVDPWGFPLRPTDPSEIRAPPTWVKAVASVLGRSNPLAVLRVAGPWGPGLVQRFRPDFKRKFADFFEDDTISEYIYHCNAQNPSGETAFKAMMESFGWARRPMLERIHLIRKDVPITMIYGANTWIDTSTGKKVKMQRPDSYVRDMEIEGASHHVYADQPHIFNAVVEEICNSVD
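Test system: mABHD4 protein | Buffer or medium: HEPES pH 7.0 buffer, 150 mM NaCl, 0.01% Pluronic F-127 | Probe or stimulus: FP-Rh fluorescent activity-based probe, added after compound pre-incubation | Timing: Pre-incubation 45 min, probe exposure 60 min, at 25 °C | Technique: Fluorescence polarization, excitation 525 nm, emission 598 nm, BODIPY TMR filters | Repeats: Single well per compound (singlicate)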
NPR2 activator: human GC-B receptor activators, primary screen, HEK293 GC-B cells, cGMP TR-FRET, EC30 CNP; 0% at EC30 CNP, 100% saturating CNP; actives 0.11% (n = 370,000); AID 1920062, 2024; activation, % at 10 µM; Atrial natriuretic peptide receptor 2 (Homo sapiens), P20594;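 active = activation at 10 µM reaching about 35% in either raw or pattern-adjusted values, limit read from the data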
UHRF1 MBD2 ctr: UHRF1 methylated DNA binding inhibitors, primary screen, counter-screen for MBD2 inhibitor project, biochemical, TR-FRET, human UHRF1, single concentration. E3 ubiquitin-protein ligase UHRF1 (Homo sapiens), Q96T88. UHRF1 binding to methylated oligo. inhibition, % at 4.4 µM. actives 0.75% (n = 370,000). AID 687016, 2013; in the data active = inhibition above about 21%;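 also: UHRF1 SRA domain binding a hemimethylated CpG hairpin DNA probe; 0% = median of test compound wells and 100% = reference inhibitor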
MBD2 inh: inhibitors of MBD2 binding to methylated DNA, primary screen, biochemical, TR-FRET, DNA-binding domain, human; MBD2 binding to methylated oligonucleotide; inhibition, % at 4.4 µM; Methyl-CpG-binding domain protein 2 (Homo sapiens), Q9UBB5; AID 686964, 2013; actives 0.31% (n = 370,000); in the data active = inhibition above about 13%
Numbers without * were called inactive; · = no result given. Not all compounds are listed; the hit share may differ from the screen's.

SMILES	NPR1 activator	TCR-CD3 inh	SIAE primary	PRMT1 FP inh	rCAG RNA binder	HTRA1 inh	ABHD4 inh	NPR2 activator	UHRF1 MBD2 ctr	MBD2 inh
COc1ccc(NC(=O)Nc2ccc3[nH]ccc3c2)cc1	-4.1	-4.1	-1.7	2.3	5.5	·	10.1	5.0	4.7	1.1
COC(=O)[C@]12CCCCC=C1N(Cc1ccccc1)C(=O)[C@H](CC(=O)NCc1cccc3ccccc13)C2	-3.8	7.0	-6.7	1.8	10.3	·	-11.4	1.5	2.4	-0.8
CCOc1ccc(-n2c(SCC(=O)Nc3ccccc3CC)nc3n[nH]c(C)c3c2=N)cc1	-9.7	3.6	-3.1	0.6	-0.6	·	1.4	-7.0	-0.3	-0.1
COc1ccc(S(=O)(=O)Cc2ccc(C(=O)N3CCN(Cc4ccccc4)CC3)o2)cc1	-2.7	4.7	2.7	-1.3	1.7	-3.4	3.3	5.3	-1.6	2.1
CC1(C(=O)NS(=O)(=O)c2cccs2)CCN1C(=O)CC1CC1 (centres undefined)	2.5	-6.1	13.4	4.8	0.3	·	5.3	1.5	-1.5	4.5
COc1ccc2c(CC(=O)OCC(=O)NC(=O)c3cccn3C)coc2c1	-3.2	3.0	0.7	0.0	5.8	-2.6	-7.0	0.7	-0.6	-2.2
COc1ccc(-c2cc3ccc(OCC(=O)NCC4CCC(C(=O)O)CC4)cc3oc2=O)cc1 (centres undefined)	13.0	1.8	-12.0	5.3	9.2	2.7	-8.1	10.1	0.2	-5.0
CC1CCN(S(=O)(=O)c2ccc3c(c2)N(CC(=O)NCCCN2CCCC(C)C2)C(=O)CS3)CC1 (centres undefined)	0.1	-3.0	-0.8	-0.3	-4.3	4.0	7.8	-1.0	2.3	5.9
O=Cc1ccc(C(=O)OCC(=O)Nc2ccc(F)cc2F)cc1	-9.2	8.1	-0.1	-3.8	-4.0	-11.7	-4.4	-3.8	-1.2	0.5
CC1(C)CC(=O)C2=C(C1)Nc1ccccc1NC2c1nc2ccccc2[nH]1 (centres undefined)	-6.7	5.2	2.0	0.2	0.4	-0.5	3.2	-8.3	-3.3	-4.8
CC(C)[C@H](NC(=O)c1ccccc1)C(=O)OCC(=O)N1CCCc2ccccc21	-6.0	7.5	4.9	0.7	-3.8	3.2	-7.0	-0.8	0.6	-4.3
CCCCOCCCNC(=O)C[C@H]1C[C@@]2(C(=O)OC)C(=C[C@H](C3CCCC3)O[C@@H]2C)N(Cc2cccc3ccccc23)C1=O	-3.5	·	0.3	4.8	7.6	·	-3.7	-5.2	2.2	-3.8
Cc1cccc(NC(=O)CC23CC4CC(C2)CC(n2nnc(C)n2)(C4)C3)c1	0.2	6.3	0.4	-1.4	-5.1	-7.9	-16.4	1.3	-2.0	-5.0
COc1cccc(/C=C(/C(=O)OCC(=O)NCC2CCCO2)c2ccccc2)c1 (centres undefined)	-2.3	-3.7	-0.7	-0.6	-6.7	3.7	-4.0	-11.2	0.6	4.0
C[C@@H]1CN([C@H](C)CO)C(=O)CCCn2cc(nn2)CO[C@H]1CN(C)S(=O)(=O)c1ccccc1F	2.2	0.0	5.3	4.5	0.9	·	0.3	3.5	-0.4	1.2
C[C@H]1CN([C@@H](C)CO)C(=O)c2cc(-c3cccc(C#N)c3)cnc2O[C@H]1CN(C)C(=O)c1ccccn1	0.3	6.9	-4.2	-0.7	0.6	1.1	6.3	0.5	-1.9	-7.6
O=C1CCC[C@@H]2Cc3nc4ccc(Cl)cc4cc3[C@@H]3CCN1[C@H]23	2.3	-7.0	1.8	1.3	-1.6	8.7	5.1	2.2	1.6	-7.1
COc1ccc(OC)c(S(=O)(=O)N2CCC(C(=O)N3CCCC3)CC2)c1	6.4	2.8	4.7	-1.7	-0.6	-0.3	-1.3	5.6	-1.3	-3.4
COc1cc(C)ccc1S(=O)(=O)NC(=O)C1(C)CCN1C(=O)COc1ccc(Cl)cc1 (centres undefined)	-2.3	1.0	6.3	-4.1	8.3	·	-1.9	-3.1	-0.7	-1.1
NS(=O)(=O)c1ccc(CNC(=O)Cc2ccc(S(=O)(=O)N3CCOCC3)s2)cc1	2.2	-10.3	6.8	4.2	7.5	2.5	-12.8	-2.6	2.7	0.4
Cc1ccc(C(=O)NCCC(=O)NCc2ccco2)cc1	3.6	-1.8	-2.8	0.2	0.6	2.6	-1.1	-1.3	1.9	-1.4
O=C(CNC(=O)c1ccc([N+](=O)[O-])cc1)N/N=C/c1c[nH]c2ccccc12	-5.3	2.3	3.3	-2.6	7.0	-0.8	-0.5	0.9	-2.9	-4.4
Cc1ccsc1C(=O)OCC(=O)NCc1ccc(Cl)cc1	2.2	8.3	-3.9	-0.1	-0.6	-1.6	-4.2	-5.2	1.0	-4.8
CCn1c(=S)[nH]c2scc(-c3cccs3)c2c1=O	6.5	-0.4	4.9	23.2*	7.1	5.6	-13.5	-2.7	1.5	3.9
CC1CCN(CCNC(=O)C2CCCN(c3ncnc4c3nc3n4CCCCC3)C2)CC1 (centres undefined)	-1.5	0.2	-3.0	-1.6	-6.6	1.3	3.2	-3.1	2.9	-2.7
O=C(COC(=O)c1cc(Br)ccc1O)c1ccc(F)cc1	-4.1	1.9	0.4	3.5	2.5	-2.7	0.0	-4.9	0.3	0.6
COc1ccc2[nH]cc(CCNC(=O)Cc3ccc(Cl)cc3)c2c1	-12.1	0.5	0.2	-0.3	0.9	-7.3	-3.7	-2.9	-1.8	3.0
O=C(c1ccc(Cl)cc1)N1CCC(c2nc(-c3cccs3)no2)CC1	-3.3	-7.0	-0.3	4.0	-5.1	-12.4	1.8	2.8	0.4	-0.9
O=C(NN=C1CCCCCC1)c1cccnc1	2.5	6.8	-0.2	-4.3	-2.5	3.0	0.4	-1.5	-0.5	-0.7
O=C(NCc1ccc(Cl)cc1)c1ccc(OCC2CCCO2)cc1 (centres undefined)	-0.4	-2.5	6.8	0.3	-3.8	-2.0	3.0	-1.5	-0.1	-4.6

Reprinted from the part before: four entries; new compounds follow.
SMILES	NPR1 activator	TCR-CD3 inh	SIAE primary	PRMT1 FP inh	rCAG RNA binder	HTRA1 inh	ABHD4 inh	NPR2 activator	UHRF1 MBD2 ctr	MBD2 inh
COc1ccc2[nH]cc(CCNC(=O)Cc3ccc(Cl)cc3)c2c1	-12.1	0.5	0.2	-0.3	0.9	-7.3	-3.7	-2.9	-1.8	3.0
O=C(c1ccc(Cl)cc1)N1CCC(c2nc(-c3cccs3)no2)CC1	-3.3	-7.0	-0.3	4.0	-5.1	-12.4	1.8	2.8	0.4	-0.9
O=C(NN=C1CCCCCC1)c1cccnc1	2.5	6.8	-0.2	-4.3	-2.5	3.0	0.4	-1.5	-0.5	-0.7
O=C(NCc1ccc(Cl)cc1)c1ccc(OCC2CCCO2)cc1 (centres undefined)	-0.4	-2.5	6.8	0.3	-3.8	-2.0	3.0	-1.5	-0.1	-4.6
O=C1CC(/C=C/c2ccccc2)(C(=O)NC2CCCC2)N1c1ccc(S(=O)(=O)N2CCCC2)cc1 (centres undefined)	5.1	1.6	-1.7	-0.3	-1.1	-4.3	3.4	-2.6	4.9	5.2
O=C(C(Cl)Cl)N1CCN(Cc2ccc3c(c2)OCO3)CC1	-2.1	11.3	-11.0	1.4	-0.6	-1.9	4.8	0.9	-0.6	-1.2
Cc1cc(=O)oc2cc(OCC(=O)Nc3nnc(CC(C)C)s3)ccc12	-6.6	4.0	5.1	-0.3	1.0	-3.1	-3.1	-1.2	-5.1	-4.0
CC1(C)Cc2c(c(N3CCOCC3)nc3sc(C(=O)Nc4ccc(Cl)cc4)c(N)c23)CO1	7.8	-11.2	-4.2	52.9*	23.8	-4.4	-13.7	6.1	-2.5	-6.9
O=c1nccc(NCc2ccco2)[nH]1	1.4	-3.4	-4.7	-0.2	7.0	-4.4	3.1	1.6	1.4	0.2
CCOc1cc(CN2CCN(C(=O)c3cccc4ccccc34)CC2)ccc1OC	-2.3	3.6	0.5	10.4	-2.5	-3.4	5.0	-3.3	4.4	8.3
COc1ccc(-n2c(C)cc(C(=O)NC3CCCCC3)c2C)cc1	-2.7	0.6	-8.9	-2.4	-7.3	-7.2	-1.7	2.5	5.9	4.7
CC(C)(C#N)NC(=O)c1ccco1	-1.3	-5.3	0.1	0.3	-2.4	4.1	5.2	4.8	5.8	5.2
CCCCCN1CC(O)=C(c2nc3ccccc3[nH]2)C1=N	18.4	2.9	11.2	-2.3	-1.4	4.8	-0.6	-4.0	-1.6	-2.7
O=C(COC(=O)CNC(=O)C1CCCCC1)Nc1ccccc1Cl	0.8	4.2	-2.6	0.6	-3.5	-3.4	0.9	-0.3	-0.1	-0.3
CCN(CC)CCNc1oc(-c2ccccc2)nc1S(=O)(=O)c1ccccc1	-5.9	6.5	7.6	0.4	0.1	1.7	4.3	-0.7	-0.5	-0.9
Cc1ccc(-c2ocnc2C(=O)Nc2nc(C)cs2)cc1	-2.1	8.3	2.2	0.8	5.3	-11.6	6.9	-5.6	1.5	-2.0
Cc1cc(C)n(-c2ccc(C(=O)OCC(=O)Nc3ccccc3[N+](=O)[O-])cc2)n1	-2.4	-1.5	-1.5	-3.1	-4.5	-1.8	-3.5	-4.7	3.2	-5.4
Cc1ccc(-n2c(SCC(=O)c3ccc(O)c(O)c3)nnc2-c2ccccc2)cc1	-2.3	·	-21.9	18.8	39.2*	·	2.9	-2.5	6.0	9.7
Cc1ccc(S(=O)(=O)N(CC(=O)NCC2CCCO2)Cc2ccc(F)cc2)cc1 (centres undefined)	-1.7	1.0	8.9	1.3	-3.8	-0.1	6.3	-2.3	-0.8	-5.6
O=C(NCc1ccccc1CN1CCCC1)c1cccc(S(=O)(=O)Nc2ccc(F)cc2)c1	-4.5	-1.1	6.9	-4.4	2.7	-1.9	1.2	-2.2	-0.7	-7.6
O=C(CCNC(=O)c1ccc(Cl)cc1)NCC(c1ccco1)N1CCCC1 (centres undefined)	3.3	3.7	-2.6	-0.3	-1.8	-4.1	3.7	-2.4	1.5	0.5
Cn1c(N)c(C(=O)COC(=O)Cc2ccc(F)cc2)c(=O)n(C)c1=O	3.3	3.8	-4.1	-4.8	-1.4	-2.0	-8.0	-2.4	-0.4	-0.2
CCOC(=O)N1CCN(C(=O)c2ccc3c(=O)n(-c4ccccc4F)c(=S)[nH]c3c2)CC1	-6.6	-3.5	-9.1	6.3	3.9	2.1	3.3	2.3	5.1	8.3
O=C(NCC1CCCO1)C1CCCN(S(=O)(=O)c2cc(Cl)ccc2Cl)C1 (centres undefined)	-0.6	10.8	1.9	-0.2	-8.3	-0.6	-2.3	2.8	-2.0	0.8

Source: PubChem BioAssay
